Source: PubChem (several laboratories)
Yeast growth inh: growth inhibitors of yeast BB579 in restrictive medium, primary screen, yeast lifespan-shortening project, S. cerevisiae. OD615, 48 h. inhibition, % at 10 µM. 140,000 compounds, 0.51% hits;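 active = inhibition above a set limit, 3 SD over the mean compound inhibition, cut at about 44% in these data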; also: inactives centre near -24
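Assay system: S. cerevisiae DeaD strain BB579 yeast. Medium: CSMM-D restrictive synthetic medium containing dextrose (glucose). Times: 4 h cell preincubation, 48 h compound exposure, 30 °C humidified. Signal: OD615 turbidity measurement. Benchmarks: positive control amphotericin B 10 µg/mL.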
bCat KO growth: primary screen for growth suppressors in beta-catenin knockout HCT116 cells (colon tumor, human) | HCT116 beta-catenin knockout viability, CellTiter-Glo, 60 h; active compounds read low | viability, % at 10 µM | 140,000 compounds, 1.5% hits;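 active = viability at or under a set limit, the compound median less 4 SD, cut at about 6% in these data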;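 also: 0% = Hyamine 1622 control at 20 µM and 100% = untreated cell control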
E-sel TNF inh: E-selectin induction blockers in HUVEC – imaging, immunofluorescence, high content, primary screen; HUVEC TNFa-induced E-selectin immunofluorescence; inhibition, % at 2 µM; 120,000 compounds, 0.71% hits;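 active = inhibition above the batch mean plus 3 SD, and confirmed as a hit on visual image review, cut at about 43% in these data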;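 also: 0% = TNF-stimulated DMSO wells and 100% = unstimulated control wells; not every result past the cut was called active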
GALR2 antag: GALR2 antagonists in receptor-expressing cells, primary screen | antagonist mode | inhibition, % at 4 µM | 140,000 compounds, 0.39% hits | Galanin receptor type 2 (Homo sapiens), O43603 | AID 828, 2007; in the data active = inhibition above about 27%;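 also: cells stimulated with galanin 1-16 at roughly its EC80; 0% = agonist challenge control and 100% = basal control without agonist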
Target sequence (O43603 whole entry, looked up): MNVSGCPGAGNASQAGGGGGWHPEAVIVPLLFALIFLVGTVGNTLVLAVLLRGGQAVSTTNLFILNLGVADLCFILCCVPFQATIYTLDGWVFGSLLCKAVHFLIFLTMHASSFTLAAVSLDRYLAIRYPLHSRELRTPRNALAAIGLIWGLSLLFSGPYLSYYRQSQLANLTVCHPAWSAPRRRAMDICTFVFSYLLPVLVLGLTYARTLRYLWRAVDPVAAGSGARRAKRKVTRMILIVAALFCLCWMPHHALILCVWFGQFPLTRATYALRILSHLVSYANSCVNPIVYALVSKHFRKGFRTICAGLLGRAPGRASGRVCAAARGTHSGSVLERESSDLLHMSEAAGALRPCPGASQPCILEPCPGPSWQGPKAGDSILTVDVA
PTEN del growth: growth suppression of PTEN-null HCT116, primary screen, cell-based, CellTiter-Glo | 140,000 compounds, 1.2% hits | HCT116 PTEN-null viability, 60 h; active compounds read low | viability, % at 10 µM;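 active = viability at or below a set limit, 4 SD under the median of all tested compounds, cut at about 3.7% in these data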;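 also: PTEN knockout HCT116 line with beta catenin targeted HCT116 as companion control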
MRP-1 activ: H69AR viability gain despite doxorubicin, primary screen, MRP-1 activator project, H69AR cells, CellTiter-Glo; viability rescue; viability increase, % at 10 µM; 140,000 compounds, 0.61% hits; AID 799, 2007;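 active = viability gain under doxorubicin at or above a set limit, the compound median plus 3 SD, cut at about 4.7% in these data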;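 also: MRP-1 overexpressing cells given doxorubicin 25 µM after compound pretreatment; 18-22 h compound pretreatment then 72 h with doxorubicin before readout; 0% = doxorubicin-only wells and 100% = vehicle-treated cells without doxorubicin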
NPY Y2 blocker: NPY-Y2 receptor antagonists, primary screen, cell-based; NPY-Y2 expressing cells, antagonist mode; 140,000 compounds, 0.99% hits; inhibition, % at 2.7 µM; AID 793, 2007; Neuropeptide Y receptor type 2 (Homo sapiens), P49146; in the data active = inhibition above about 17%;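 also: 0% = vehicle with agonist challenge and 100% = reference antagonist with challenge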
Target sequence (P49146 whole entry, looked up): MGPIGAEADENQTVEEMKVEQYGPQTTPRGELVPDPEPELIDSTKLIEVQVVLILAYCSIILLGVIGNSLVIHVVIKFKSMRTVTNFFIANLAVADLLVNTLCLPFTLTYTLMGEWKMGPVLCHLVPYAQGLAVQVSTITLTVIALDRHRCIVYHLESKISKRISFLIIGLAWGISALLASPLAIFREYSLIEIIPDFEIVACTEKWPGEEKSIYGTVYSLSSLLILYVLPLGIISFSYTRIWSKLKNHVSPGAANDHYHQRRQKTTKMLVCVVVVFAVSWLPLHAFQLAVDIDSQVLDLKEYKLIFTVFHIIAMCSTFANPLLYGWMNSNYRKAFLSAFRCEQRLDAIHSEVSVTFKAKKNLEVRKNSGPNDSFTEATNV
Yeast life ext: compounds extending yeast replicative lifespan, primary screen, S. cerevisiae, OD615. S. cerevisiae growth with nicotinamide; deaD strain in restrictive glucose medium. inhibition of the nicotinamide effect, % at 10 µM. 130,000 compounds, 0.68% hits. AID 775, 2007;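 active = inhibition above a set limit, placed 3 SD over the median of all compounds, cut at about 26% in these data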;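 also: 0% = nicotinamide-treated wells and 100% = cells grown without nicotinamide; some compounds called inactive have numbers as strong as hits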
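Material: Modified budding yeast, DeaD strain | Medium: Restrictive glucose medium | Probe or stimulus: 1.5 mM nicotinamide | Dosing: Single dose 10 µM compound, 0.25% DMSO | Times: 48 h at 30 °C | Technique: OD615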
Measles CPE: compounds protecting cells from measles virus cytopathic effect, primary screen, measles RdRp inhibitor project, single point, MLSMR library, absorbance | Measles virus-infected cells, CPE protection | protection (pct of control), % at 4 µM | 140,000 compounds, 1.5% hits; in the data active = protection mostly above about 24%, no sharp cut-off; inactive = mostly below about 26%; also: some compounds called inactive have numbers as strong as hits
Phagocytosis inh: inhibitors of macrophage phagocytosis, primary screen, imaging, J774A.1 cells, IgG beads; J774A.1 macrophage IgG-bead phagocytosis; inhibition, % at 5 µM; 110,000 compounds, 0.07% hits; AID 1029, 2008;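 active = inhibition above the mean of the plate negative controls plus 5 SD, cut at about 13% in these data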;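 also: phagocytic index as fraction of beads internalized from green versus red external bead signal; plate controls were DMSO negative control for no effect and cytochalasin-D positive control for full effect; some results beyond the cut were filed as inactive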
Numbers without * were called inactive; . = no result given. An unsorted share of the library. About 6.2% of those tested had a hit in this group.

Order of results: MRP-1 activ	NPY Y2 blocker	E-sel TNF inh	Phagocytosis inh	Yeast growth inh	GALR2 antag	Yeast life ext	Measles CPE	bCat KO growth	PTEN del growth
Nc1cccc(Cl)c1N1CCOCC1
→ 1.4	0.9	-23.9	.	-11.3	-6.2	-22.9	9.8	96.0	104.9
COc1cc(/C=N/NC(=O)c2c(-c3ccccc3)noc2C)ccc1O
→ -1.4	-0.5	-19.1	0.6	-30.9	1.6	-7.2	17.1	91.1	105.3
CCC(=O)Nc1ccc(S(=O)(=O)N2CCOCC2)cc1
→ -2.3	2.8	-1.3	-0.3	-6.4	-5.6	-1.6	12.1	96.1	93.3
N#Cc1ccccc1NC(=O)c1ccc2c(Cl)c3c(nc2c1)CCCC3
→ -4.8	2.0	.	0.2	44.7*	3.3	-2.4	2.7	75.6	86.1
O=C(NCCCn1ccnc1)c1cc(S(=O)(=O)N2CCOCC2)c(Cl)cc1Cl
→ 0.2	2.5	-7.7	-0.4	-53.4	7.2	6.7	33.0	98.8	92.6
CCC(=O)N1CCc2cc(Br)cc(S(=O)(=O)NCC3CCCN3CC)c21 (stereo not given)
→ -2.0	5.6	-22.1	-3.2	-8.3	9.1	8.4	8.5	75.2	79.8
C[C@@H]1C(=O)O[C@@H]2[C@H](O)C34[C@H]5C[C@@H](C(C)(C)C)C36[C@H](OC(=O)[C@@H]6O)OC4(C(=O)O5)[C@@]12O (stereo not given in full)
→ 0.2	-0.9	-6.8	.	-31.1	5.8	5.0	17.8	99.7	91.1
Cc1c(NC(=O)COC(=O)c2cc3c4ccccc4n(C)c3s2)c(=O)n(-c2ccccc2)n1C
→ -4.6	5.0	0.2	1.8	-43.0	-9.6	-22.1	2.8	83.1	78.4
Cc1cccc(CS(=O)(=O)Cc2ccc(C(=O)NCCCN3CCCC3)o2)c1
→ -0.5	-0.9	3.3	-0.4	-75.8	-7.6	-14.3	17.9	110.8	114.6
Cc1cc(-n2c(C)cc(C(=O)CN3C(=O)NC4(CCCC4)C3=O)c2C)no1
→ -1.9	0.1	.	-0.6	-14.6	-17.4	2.5	14.3	90.7	87.2
O=C(Nc1ccccc1-c1nc2ccccc2s1)C1=COCCO1
→ -2.6	6.8	.	-6.0	-50.2	-6.0	0.3	3.0	82.0	83.1
O=C(/C(=C(\[O-])c1ccccc1)[n+]1ccc2ccccc2c1)c1ccc(Cl)cc1
→ -2.6	2.0	.	1.0	-31.2	13.1	15.0	14.1	74.4	75.0
CC(C)c1ccccc1NC(=O)COC(=O)c1c2c(nc3ccccc13)CCN(Cc1ccccc1)C2
→ -3.0	18.7*	.	-3.2	-13.3	13.7	0.5	6.0	59.6	56.3
COc1ccc(-c2ccc(-c3nnc(-c4cc(OC)ccc4OC)o3)cc2)cc1
→ 0.1	5.8	3.4	-0.3	-31.1	5.2	1.7	2.0	97.1	81.5
CC(C)N(C(=O)CSc1nnc(NC(=O)C2CCC2)s1)C(C)C
→ -2.9	1.7	13.2	-3.3	-17.8	-11.6	-2.4	22.2	102.3	100.3
CCOc1ccc(N2CC(C(=O)Nc3ncccc3C)CC2=O)cc1 (stereo not given)
→ -0.8	-0.4	-1.7	-0.5	-11.6	-2.7	4.2	5.0	92.9	93.8
O=S(=O)(c1cccc(-c2nc3ccccc3s2)c1)N1CCOCC1
→ -2.0	-1.3	14.4	-1.5	-17.1	-1.9	-6.8	14.3	90.0	85.8
O=C(NC(=S)NCCc1ccccc1)c1ccccc1
→ -4.5	11.4	-61.7	-2.8	-14.9	2.2	-12.9	2.6	65.2	68.1
Cc1cccc(S(=O)(=O)CC(=O)Nc2nc(-c3ccccc3)cs2)c1
→ 0.9	6.8	10.0	2.2	11.0	3.2	-10.8	17.8	116.2	99.3
O=C(O)c1cccc(C(=O)Nc2cccc(NC(=O)C3CCCO3)c2)c1 (stereo not given)
→ -3.3	3.3	-16.6	-1.9	-8.3	12.2	-0.4	9.8	95.7	86.8
CCOC(=O)C1=C(C)NC(C)=C(C(=O)OCC)C1C(=O)OCC(=O)N1CCC(C)CC1
→ 1.9	-2.0	-7.0	.	16.6	-14.6	-3.4	1.6	98.0	94.3
Nc1nc(SCC(=O)N2CCCc3ccccc32)n(-c2ccccc2)n1
→ -0.8	0.1	-21.9	-0.2	-0.5	9.5	-10.8	18.0	92.9	89.2
O=C(Nc1ccc2c(c1)OCCO2)c1cc(-c2ccccc2)nc2ccccc12
→ -2.5	9.9	-3.0	-0.5	-32.7	2.9	-20.7	26.3	65.1	58.3
COc1cccc(-n2c(COc3ccc(C)cc3)nnc2SCC(=O)O)c1
→ 1.4	0.9	16.2	2.0	-25.5	-7.1	-5.6	13.7	96.8	101.5
O=S(=O)(c1cccc(-c2nnc(SCc3nc4ccccc4s3)o2)c1)N1CCOCC1
→ -5.0	0.4	-36.9	.	-6.2	5.8	-17.4	34.9	61.4	73.5
O=C(CN(CC1CCCO1)C(=O)CNS(=O)(=O)c1ccccc1)NCc1ccccc1 (stereo not given)
→ 0.2	1.1	5.3	-1.0	-59.9	-7.9	-2.1	7.1	101.1	102.3
COc1ccc(C)cc1S(=O)(=O)Nc1ccc(F)c(Cl)c1
→ -2.7	-2.7	-2.7	.	-37.0	-3.9	-6.6	14.1	91.6	90.0
Cn1c(=O)[nH]c(=O)c2c1nc(N1CCN(Cc3ccccc3)CC1)n2CCCc1ccccc1
→ -5.1	3.4	.	0.0	-20.7	-20.5	-3.3	3.6	5.6*	5.7
CCOc1ccc(S(=O)(=O)NC(C)(C)C)cc1-c1nc2c(C(C)(C)C)nn(C)c2c(=O)[nH]1
→ -4.1	-2.8	.	-0.1	-10.5	-32.3	-18.0	3.6	19.9	15.0
CC12C=CC3(O1)C(C(=O)N(c1cccnc1)C3C(=O)NC1CCCCC1)C2C(=O)Nc1ccccc1 (stereo not given)
→ -1.6	0.9	7.7	-2.4	-5.5	-6.3	-15.9	26.1	102.2	88.3
CCOc1ccccc1N=c1oc2cc(O)ccc2cc1C(=O)NCC1CCCO1 (stereo not given)
→ -2.0	25.0*	11.8	0.5	-27.3	-25.1	-8.5	8.5	85.1	76.8
O=C(CC1(O)C(=O)Nc2cc(Cl)cc(Cl)c21)c1ccncc1 (stereo not given)
→ 0.5	0.6	-38.5	.	-0.7	19.9	-6.1	9.1	75.5	81.8
Cc1ccc2nc(-c3ccco3)c(Nc3ccccc3)n2c1
→ -1.1	5.1	.	-9.2	-31.4	3.0	-0.3	7.2	89.6	94.8
Cc1ccc(C(=O)Nc2nc3ccccc3n2CCN2CCCC2)cc1
→ -1.8	3.8	.	-0.5	-46.5	-1.1	-9.4	8.2	15.0	30.7
O=C(NCc1cccs1)c1ccc(CS(=O)(=O)c2ccc(Cl)cc2)o1
→ 0.3	3.4	22.8	-0.9	-62.7	-6.5	-14.6	2.2	96.3	98.8
Cc1cccc(C(=O)NC(=S)NCc2cccnc2)c1
→ -0.3	1.0	19.2	-7.0	-14.5	5.8	-5.9	14.7	101.8	95.7
O=C(O)CCCCCNC(=O)c1ccccc1
→ -2.9	2.3	-32.4	-0.3	-37.3	1.8	-4.3	14.3	99.3	105.4
COC(=O)c1[nH]c2cccc(OC)c2c1NC(=O)CCN1CCC(C)CC1
→ -1.6	1.9	.	-0.1	-34.9	-7.8	-4.4	35.3	83.1	79.4
O=C(COC(=O)c1cc2c(s1)CCCC2)Nc1ccc(Cl)cn1
→ -0.8	0.3	29.6	-12.7	-36.5	3.2	-0.9	10.3	89.1	91.8
CN(CC(=O)N1CCc2ccccc21)S(=O)(=O)c1ccc(Br)s1
→ -1.1	7.9	-13.0	-0.1	-34.6	-1.9	-6.7	18.7	82.7	87.9
O=c1[nH]c2ccsc2c(=O)n1-c1ccc(F)c(Cl)c1
→ -2.8	-3.8	.	-0.1	-24.7	-23.0	-8.3	5.1	92.5	94.0
C=CCn1c(SCc2csc(C)n2)nc2sc3c(c2c1=O)CCCC3
→ 0.6	10.1	5.9	.	-67.5	-5.8	-11.9	3.7	66.4	73.1
CCOC(=O)N1CCN(C(=O)COc2ccccc2Cl)CC1
→ 0.1	1.9	-26.7	.	-31.4	6.0	-8.4	15.8	97.7	106.5
CNC(=S)N/N=C(\C)c1ccc(Cl)s1
→ 0.0	3.6	-6.5	0.9	6.5	-2.5	-6.0	4.1	92.0	81.2
CCOc1cccc(C2C(C#N)=C(N)Oc3cc(C)oc(=O)c32)c1OCC (stereo not given)
→ -0.1	0.5	.	-0.7	-56.5	9.7	-7.1	6.7	96.0	100.3
CCCn1nnnc1SCC(=O)NCc1ccc(OC)cc1
→ -0.8	1.7	8.3	0.7	-8.9	1.6	-15.9	22.2	93.4	86.0
CC(C)C(=O)Nc1cccc(-c2cnc3ccccc3n2)c1
→ 1.1	2.7	12.1	-1.0	-30.0	-1.9	-8.2	11.3	94.6	88.1
CCc1ccc(NC(=O)N(C2CCC(C)CC2)C2CCN(C(C)=O)CC2)cc1 (stereo not given)
→ -1.2	0.8	.	-1.6	-9.9	-2.2	-6.1	14.0	93.2	90.7
CC(/C=C/c1ccccc1)=N/NC(=O)C(O)c1ccccc1 (stereo not given)
→ -1.6	0.4	.	-5.7	-24.8	-2.8	2.3	1.0	86.8	93.6
CCc1ncc(C(=O)c2ccc(OC)cc2)n1C
→ 2.1	-1.8	1.7	.	-32.1	-2.3	-19.8	3.1	94.0	99.4
CC(C)(Cc1nc2ccccc2[nH]1)C(=O)O
→ -1.8	0.7	-1.9	-0.7	-8.1	-0.1	-13.7	21.8	103.0	85.6
CC(Cc1cccs1)NC(=O)NC1CCCCC1 (stereo not given)
→ -0.6	3.8	-2.5	-0.4	-21.5	-2.9	-13.7	9.4	101.1	97.3
CCN(C(=O)COc1ncnc2scc(-c3ccc(F)cc3)c12)C1CCS(=O)(=O)C1 (stereo not given)
→ -0.9	1.8	.	1.3	14.0	-4.7	-13.5	24.8	96.3	92.1
O=C(c1ccco1)N1CCN(c2ncnc3c2cnn3-c2ccccc2)CC1
→ -0.5	0.8	8.6	-0.2	-24.1	-15.5	-25.1	9.5	90.2	98.0
Cc1onc(-c2ccccc2Cl)c1C(=O)N1C=CC(C(F)(F)F)=NCC1
→ -1.0	6.6	19.5	-0.4	-52.7	-1.8	-2.7	11.0	86.3	90.1
